Compound activity deposited in PubChem by several laboratories.
Kir21 block – blocks the mouse Kir2.1 inward-rectifier potassium channel; B-score at 10 µM; 310,000 compounds, 0.85% hits; HEK293-Kir2.1, FluxOR thallium flux fluorescence; hits give low values; AID 1672;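 active means fluorescence ratio B-score at or below minus 3 SD of library scores, with starting-brightness B-score within 2 SD, cut at about -4.2 in these data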;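 further: channel flux triggered by added potassium and thallium sulfate stimulus; B-score of peak minus minimum fluorescence over baseline after thallium stimulus; more negative B-score means stronger Kir2.1 block with less thallium influx; some compounds called inactive have numbers as strong as hits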
KCNQ2 inh – KCNQ2 channel blockers in CHO-K1 cells – cell-based, FluxOR thallium flux, B-score, primary screen (AID 2156) | B-score at 10 µM | 20 min; hits give low values | O88943 | 310,000 compounds, 1.1% hits;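 active means fluorescence ratio B-score at most minus 3 library SDs, with starting brightness B-score within 2 library SDs, cut at about -5.5 in these data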
Target sequence (O88943 whole entry, looked up): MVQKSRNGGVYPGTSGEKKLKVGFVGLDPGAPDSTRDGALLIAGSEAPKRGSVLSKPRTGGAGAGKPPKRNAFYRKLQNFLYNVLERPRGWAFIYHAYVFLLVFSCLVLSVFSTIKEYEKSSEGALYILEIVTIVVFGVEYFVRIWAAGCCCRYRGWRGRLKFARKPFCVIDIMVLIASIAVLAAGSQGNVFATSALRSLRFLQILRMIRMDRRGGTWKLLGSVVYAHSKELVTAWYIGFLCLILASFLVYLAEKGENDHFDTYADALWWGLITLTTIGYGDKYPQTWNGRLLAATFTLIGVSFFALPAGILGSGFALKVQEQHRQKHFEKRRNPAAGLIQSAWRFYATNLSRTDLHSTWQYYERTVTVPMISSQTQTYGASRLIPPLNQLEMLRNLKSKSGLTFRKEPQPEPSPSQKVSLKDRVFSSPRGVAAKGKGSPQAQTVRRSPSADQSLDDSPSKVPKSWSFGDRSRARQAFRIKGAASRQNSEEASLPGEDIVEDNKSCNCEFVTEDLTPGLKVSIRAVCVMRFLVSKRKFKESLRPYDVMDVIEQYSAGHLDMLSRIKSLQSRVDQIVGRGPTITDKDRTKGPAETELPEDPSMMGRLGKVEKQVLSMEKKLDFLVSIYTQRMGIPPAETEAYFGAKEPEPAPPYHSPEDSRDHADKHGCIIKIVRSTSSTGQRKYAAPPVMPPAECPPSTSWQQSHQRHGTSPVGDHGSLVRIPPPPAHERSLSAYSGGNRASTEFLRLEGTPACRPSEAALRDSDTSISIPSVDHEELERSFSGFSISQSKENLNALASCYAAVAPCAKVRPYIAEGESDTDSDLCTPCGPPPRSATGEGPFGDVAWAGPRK
STK33 kinase inh – human STK33 kinase inhibition. purified STK33, MBP phosphorylation, ADP-Glo luminescence. inhibition, % at 10 µM. 320,000 compounds, 0.073% hits. AID 2661;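 active means inhibition at or above 25%, using the most active replicate where run in duplicate; inactive means inhibition below 25%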
* hit, by the source's call; i = inactive; nt = no result given.

SMILES	Kir21 block	KCNQ2 inh	STK33 kinase inh
CCOc1ccc(/C=N/n2c(-c3ccccc3)n[nH]c2=S)cc1	0.02	i	-3.3
NC(=S)NNC(=O)Nc1cccc(Cl)c1	0.71	i	0.0
CCn1c(=O)cc(SCC(=O)N(C)Cc2ccccc2)c2ccccc21	-0.59	i	-1.3
COc1cc(/C=C/C(=O)OCC(=O)NC(=O)NC(C)(C)C)ccc1OCC#N	0.6	i	-0.5
COC(=O)c1ccc(C(c2c(N)n(CC(C)C)c(=O)[nH]c2=O)N2CCN(c3ccccc3)CC2)cc1 (stereo not given)	-2	i	-0.8
Cn1c(=O)oc2cc(S(=O)(=O)Nc3ccc(O)cc3)ccc21	0.81	i	-0.6
O=C(CCS(=O)(=O)c1ccccc1)NCCS(=O)(=O)c1ccccc1	0.23	i	-1.1
COc1cccc(C2Nc3ccccc3C(=O)N2c2ccc(F)cc2)c1O (stereo not given)	2.4	i	-5.0
O=C(NCCCN1CCc2ccccc2C1)C1CCN(S(=O)(=O)N2CCCC2)CC1	-3	i	-1.3
O=C(Nc1ccsc1C(=O)NC1CCCCC1)c1ccc(F)cc1	1.2	i	-1.6
O=C(c1ccc(S(=O)(=O)N2CCCC2)cc1)N1CCC(CN2C(=O)c3cccc4cccc(c34)C2=O)CC1	-1.4	i	-0.7
CCCN(C(=O)CSCC(=O)Nc1cccc(C)c1)c1c(N)n(Cc2ccccc2)c(=O)[nH]c1=O	-0.76	i	-0.6
O=C(NCCc1c[nH]c2ccccc12)C(=O)NCC1OCCN1S(=O)(=O)c1ccc(Cl)cc1 (stereo not given)	-0.12	i	-0.2
CC(C)(C)SCCNC(=O)c1ccc(Cl)c([N+](=O)[O-])c1	0.89	i	-0.9
CCN(c1ccc(OC)cc1)S(=O)(=O)c1nnc(NC(=O)COc2ccc(F)cc2)s1	0.75	i	0.3
COc1ccc(N(CC(=O)Nc2cc([N+](=O)[O-])ccc2C)S(C)(=O)=O)cc1OC	1.8	i	-0.3
CN(CC(=O)Nc1ccc(Cl)c(C(F)(F)F)c1)C(=O)CCN1C(=O)C2CC=CCC2C1=O (stereo not given)	1.1	i	0.6
CC(=O)NC(Cc1ccc(C)cc1)C(=O)NC1CCN(c2ncccc2[N+](=O)[O-])CC1 (stereo not given)	0.67	i	-1.3
Cc1c(/N=C(\[O-])Nc2ccc(Br)cc2)sn[n+]1C	0.62	i	-0.9
Fc1ccccc1/C=N/Nc1ncnc2ccccc12	1.6	i	1.4
O=C(NCc1ccccc1)N1CCN(CCO)CC1	1.5	i	-3.2
CC(C)(C)NC(=O)NC(=O)COC(=O)C1c2ccccc2Oc2ccccc21	-2.8	i	-0.3
C=C(C)COc1ccc(C2NC(=O)c3ccccc3O2)cc1OCC (stereo not given)	0.85	i	-1.5
Cc1cc(C)c2c(-n3cccc3)c(NC(=O)OCc3ccccc3)sc2n1	-1.6	i	-0.8
CCN(C(=O)CSc1nnc(-c2ccccc2)o1)c1c(N)n(Cc2ccccc2)c(=O)[nH]c1=O	0.4	i	0.0
COc1ccccc1CNC(=O)c1cc2c(s1)CS(=O)(=O)C2	-1.1	i	-1.4
COc1ccc(Br)cc1CNC(=O)c1ccc2c(c1)N(C)CCS2	-1.8	-6.4*	-2.0
CC(C)c1ccc(/C=C(\NC(=O)c2ccccc2)C(=O)NCCN2CCOCC2)cc1	-1.1	i	-0.7
CC1=C(C(=O)OCc2ccccc2)C(c2ccc(Cl)cc2Cl)NC(=O)N1CCCCCC(=O)O (stereo not given)	1.1	i	-0.3
CN1CCN(c2ccccc2NC(=O)c2ccc(N3CCCC3)c([N+](=O)[O-])c2)CC1	-0.26	i	1.9
Cc1cc(NC(=O)C2C3C=CC(C3)C2C(=O)O)no1 (stereo not given)	-0.08	i	-1.7
CCc1ccc(-c2cc(C)no2)cc1S(=O)(=O)Nc1cc(C)on1	0.83	i	0.4
COc1ccccc1NC(=O)N(Cc1cc2cc(OC)c(OC)cc2[nH]c1=O)CC1CCCO1 (stereo not given)	-0.24	i	-0.8
O=C(Nc1ccc2[nH]ncc2c1)c1ccccc1	1.6	i	0.3
Cc1oc2c(c1C(=O)N1CCOCC1)C(=O)c1ccccc1C2=O	-0.73	i	-2.2
COc1ccc(COc2ccc3ccc(=O)oc3c2)cc1	-0.08	i	-1.5
O=C(c1ccc(NS(=O)(=O)c2cccs2)cc1)N1CCOCC1	1.3	i	-1.4
Clc1ccccc1-c1nnc2sc(-c3ccncc3)nn12	1.7	i	1.4
CCOC(=O)C(Cc1ccccc1)NC(=O)CCc1nnc2ccc(N3CCCC3)nn12 (stereo not given)	-0.52	i	-2.4
CCCC(C(=O)NC1CCCC1)N(C(=O)Cn1nnc(-c2ccc(C)o2)n1)c1ccccc1OC (stereo not given)	-0.01	i	-2.4
CCOC(=O)N1CCN(C(=O)COC(=O)C2CCN(S(=O)(=O)c3c(C)c(C)cc(C)c3C)CC2)CC1	1.7	i	-0.8
Cc1ccc(-n2ncc3c(=O)n(CC(=O)NCc4ccco4)cnc32)cc1C	1.2	i	-1.2
COc1cc2c(cc1NC(=O)CSc1nnnn1-c1ccccc1)oc1ccccc12	0.63	i	2.6
CCn1c(O)c(C2=NCCCC2)c2ccccc21	-0.26	i	0.2
COc1cc(/C=N/NC(=S)Nc2cccc(S(=O)(=O)N(C)C)c2)ccc1O	1.6	i	nt
COc1ccc(OC)c(-c2cc(C(=O)Nc3cccc(Cl)c3)no2)c1	1.9	-7.5*	-1.6
COc1ccc(/C(N)=N/OC(=O)c2cccc([N+](=O)[O-])c2)cc1	1.5	i	-0.4
CCCCN(CCCC)CC(O)CN1C(=O)NC(C)(C)C1=O (stereo not given)	-1.6	i	0.5
Cc1ccc(C(=O)c2c(NC(=O)CSc3nnc(N)s3)sc3c2CCCC3)cc1	-0.09	i	-0.1
Cc1nc2nc(SCc3ccc([N+](=O)[O-])cc3)[nH]c2cc1Br	1.7	i	-0.8
CC(C)(C)c1ccc(C(=O)NNC(=O)C2CCCCC2)cc1	-1	i	-0.1
CSc1ncccc1C(=O)NCc1ccccc1Cl	-0.13	i	-3.5
COc1cc(C(=O)NCc2ncccc2C)ccc1OC1CCN(C(C)=O)CC1	-0.11	i	-0.4
CCOC(=O)c1[nH]c(C)c(C)c1C	1.1	i	-0.3
Cc1ccc2nsnc2c1NC(=O)c1cncc(Br)c1	-1.2	i	-0.3
COC(=O)c1cc(NC(=O)C2CCCN(S(=O)(=O)c3c(C)n[nH]c3C)C2)cc(C(=O)OC)c1 (stereo not given)	0.4	i	-0.1
O=C(NCCOC12CC3CC(CC(C3)C1)C2)c1cccc(Br)c1	0.46	-7.2*	-1.8
CC1(C)Cc2c(c(=S)nc(-c3ccccc3)n2Cc2cccnc2)CO1	-1.4	i	-0.8
Cc1ccc(N2C(=O)N(CC(=O)NCc3ccc(Cl)cc3)C(=O)C2C)cc1 (stereo not given)	-0.61	i	0.7
CCc1ccc2c(c1)[C@H]1OCC[C@H]1[C@@H](c1cccs1)N2	-0.38	i	-0.3

Additional entries follow.
SMILES	Kir21 block	KCNQ2 inh	STK33 kinase inh
CCCc1nc2c(nnn2Cc2ccccc2)c(=O)[nH]1	2.6	i	-0.6
Cc1noc2ncnc(N3CCN(c4ccc(F)cc4)CC3)c12	1.2	i	0.4
COc1ccccc1N1C(=O)c2ccc(C(=O)Nc3ccc(C(=O)O)cc3)cc2C1=O	-0.11	i	-1.3
Cc1ccc(S(=O)(=O)NC(=NC2CCCCC2)c2ccc(Cl)cc2)cc1	-0.36	i	-0.5
COc1cc(CN(C)C(C)C(=O)Nc2ccc([N+](=O)[O-])cc2Cl)ccc1OC(F)F (stereo not given)	-0.14	i	-0.9
CCOC(=O)CCN(Cc1ccccc1)S(=O)(=O)c1csc(C(N)=O)c1	-2.3	i	-0.1
CCC(CC)NC(=O)CCc1nc2ccccc2c(=O)[nH]1	-0.21	i	-0.7
O=C(O)C1CC=CCC1C(=O)NNS(=O)(=O)c1ccccc1 (stereo not given)	-0.52	i	-1.1
O=C(NC(NC(=S)Nc1ccccc1C(=O)O)C(Cl)(Cl)Cl)c1cccc([N+](=O)[O-])c1 (stereo not given)	1.6	i	-3.4
N#CCn1nnc(-c2ccc3c(c2)OCO3)n1	0	i	0.3
Cc1cccc(NC(=O)[C@H](Cc2ccccc2)NC(=O)[C@@H]2Cc3ccccc3CN2)c1	1	i	-0.4
CCOCC(=O)Nc1ccccc1C(=O)OCC	0.41	i	-0.8
Clc1cc2c(nn1)Nc1ccccc1S2	-0.42	i	-1.0
COc1ccc(N(CC(=O)NC2CC3CCC2C3)S(=O)(=O)c2ccc(C)cc2)cc1OC (stereo not given)	1.4	i	0.7
Cc1ccc(CCC(=O)Nc2ccc(C#N)cc2)o1	1.1	i	-0.3
O=C(NCC(c1ccco1)N1CCN(c2ccc(F)cc2)CC1)C1CCCCC1 (stereo not given)	1.2	i	0.0
NC(=O)c1ccc(NC(=O)C2CCCO2)cc1 (stereo not given)	1.6	i	0.6
COC(=O)C1=C(C)Nc2nnnn2C1c1ccco1 (stereo not given)	0.31	i	-1.1
CCc1noc(C)c1C(=O)OCC(=O)Nc1c(F)cccc1F	1.3	i	-1.7
COc1cc2nc(-c3ccccc3C)oc(=O)c2cc1OC	0.04	i	-1.9
O=C(Cc1ccc(F)cc1)Nc1nc(-c2ccc(F)cc2)cs1	0.78	i	-3.0
CC(Sc1nc2ccccc2o1)C(=O)O (stereo not given)	0.64	i	-0.4
CN(c1ccccc1)c1nc(N)c([N+](=O)[O-])c(NC2CCCCC2)n1	2	i	-0.5
CC(C)c1nnc(NC(=O)CS(=O)(=O)c2ccccc2)s1	0.39	i	-1.1
CC1CCN(C(=O)N2c3ccccc3Sc3ccccc32)CC1	-0.01	i	-0.3
O=c1[nH]c(SCc2cccc(F)c2)nc2ccccc12	0.79	i	0.9
CC(NC(=O)C(C)N1C(=O)C2C3CC(C(Br)C3Br)C2C1=O)c1ccccc1 (stereo not given)	-1.5	i	-0.2
CC(C)C[C@@H](CO)N1CCN(Cc2ccc(Br)cc2)CCC1=O	-0.29	i	-1.3
O=S(=O)(Nc1cccc2ccccc12)c1ccccc1F	0.67	i	0.2
Cc1ccc2[nH]c3c(=O)n(N)c(C)nc3c2c1	0.52	i	1.0

Entries from the list above containing two or more sulfur atoms, in the order listed:
SMILES	Kir21 block	KCNQ2 inh	STK33 kinase inh
O=C(CCS(=O)(=O)c1ccccc1)NCCS(=O)(=O)c1ccccc1	0.23	i	-1.1
CCN(c1ccc(OC)cc1)S(=O)(=O)c1nnc(NC(=O)COc2ccc(F)cc2)s1	0.75	i	0.3
COc1ccccc1CNC(=O)c1cc2c(s1)CS(=O)(=O)C2	-1.1	i	-1.4
O=C(c1ccc(NS(=O)(=O)c2cccs2)cc1)N1CCOCC1	1.3	i	-1.4
COc1cc(/C=N/NC(=S)Nc2cccc(S(=O)(=O)N(C)C)c2)ccc1O	1.6	i	nt
Cc1ccc(C(=O)c2c(NC(=O)CSc3nnc(N)s3)sc3c2CCCC3)cc1	-0.09	i	-0.1
CCOC(=O)CCN(Cc1ccccc1)S(=O)(=O)c1csc(C(N)=O)c1	-2.3	i	-0.1
CC(C)c1nnc(NC(=O)CS(=O)(=O)c2ccccc2)s1	0.39	i	-1.1

Following part:
SMILES	Kir21 block	KCNQ2 inh	STK33 kinase inh
CCN(CC)S(=O)(=O)c1ccc(N2CCOCC2)c(NC(=O)c2ccc3ccccc3c2)c1	0.02	i	0.5
Oc1ccc(/C=N\Nc2cc(N3CCOCC3)nc(N3CCOCC3)n2)c(O)c1	1.5	i	1.7
COc1ccc(N(C(=O)C2CCCCC2)C2C=CS(=O)(=O)C2)c(OC)c1 (stereo not given)	2.6	i	2.4
O=C(Nc1ccc(N2CCOCC2)c2nonc12)C1CCCC1	-0.61	i	-1.5
CCN(CC)C(=O)c1c(C)nc2ccccn12	-1.5	i	-1.6
O=C(O)c1ccccc1SCc1cn2cc(Cl)ccc2n1	-1.2	i	0.4
COc1ccc(C(=O)O)cc1S(N)(=O)=O	-0.46	i	-0.8
COc1cc2c3c(c1)/C(=C1/SC(NC(C)=O)=NC1=O)C(=O)N3C(C)(C)C=C2C	1.2	i	-0.1
Cc1ccccc1N1C(N)=NC(N)=NC1(C)C	1.9	i	-0.3
CCN(CC(=O)Nc1ccc(N2CCOCC2)cc1)C(=O)COc1ccccc1OC	1.6	i	-0.3
Cc1nnc2c(NC3CCCCC3)nc3ccccc3n12	-0.15	i	-1.0
O=Cc1ccc(Oc2cnccn2)cc1	1.8	i	-2.3
O=C(CN(CCc1ccccc1)C(=O)CNS(=O)(=O)c1ccccc1)NCc1ccco1	-1.5	i	-0.1
CC(=O)c1ccc(NC(=O)C(C)n2nc(-c3ccccc3)c3cc(Cl)ccc32)cc1 (stereo not given)	0.48	i	-0.9
CCOC(=O)N1CCC(NC(=O)CC(NS(=O)(=O)c2ccc(Cl)cc2)c2ccco2)CC1 (stereo not given)	0.98	i	-2.5
Cc1cc(=O)[nH]c(SCC(=O)Nc2cc(S(=O)(=O)N3CCCC3)ccc2Cl)n1	1	i	-1.4

No new results follow: an excerpt of the list.
SMILES	Kir21 block	KCNQ2 inh	STK33 kinase inh
CCN(CC)S(=O)(=O)c1ccc(N2CCOCC2)c(NC(=O)c2ccc3ccccc3c2)c1	0.02	i	0.5
Oc1ccc(/C=N\Nc2cc(N3CCOCC3)nc(N3CCOCC3)n2)c(O)c1	1.5	i	1.7
COc1ccc(N(C(=O)C2CCCCC2)C2C=CS(=O)(=O)C2)c(OC)c1 (stereo not given)	2.6	i	2.4
